Assay outcomes deposited in PubChem BioAssay by Sanford-Burnham Center for Chemical Genomics.
hIAP block: human IAP inhibition | purified IAP, CDP-Star luminescence, 30 min | inhibition, % at 10 µM | actives 0.12% (n = 330,000);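 active = inhibition reaching a set limit with compound at 10 µM in the primary screen, cut at about 35% in these data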;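 note: plate controls were DMSO wells with enzyme for no effect and no-enzyme buffer wells for full effect; values of inactives mirror those of a sister screen read the other way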
Target sequence (P09923 whole entry, looked up): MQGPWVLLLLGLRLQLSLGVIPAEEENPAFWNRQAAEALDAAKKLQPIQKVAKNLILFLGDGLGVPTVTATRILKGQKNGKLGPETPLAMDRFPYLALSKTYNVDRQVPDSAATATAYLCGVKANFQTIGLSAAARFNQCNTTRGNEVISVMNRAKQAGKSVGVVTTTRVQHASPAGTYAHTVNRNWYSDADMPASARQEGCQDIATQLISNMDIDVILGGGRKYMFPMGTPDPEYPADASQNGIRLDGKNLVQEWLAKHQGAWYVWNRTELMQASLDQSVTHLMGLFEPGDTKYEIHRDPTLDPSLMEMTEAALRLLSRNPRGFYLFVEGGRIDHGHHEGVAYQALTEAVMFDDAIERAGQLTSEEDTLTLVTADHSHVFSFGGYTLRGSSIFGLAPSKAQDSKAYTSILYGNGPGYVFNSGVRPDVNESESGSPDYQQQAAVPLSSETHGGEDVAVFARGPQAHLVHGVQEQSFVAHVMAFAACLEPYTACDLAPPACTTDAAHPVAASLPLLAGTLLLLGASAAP
mIAP block: blocks mouse intestinal alkaline phosphatase; purified mouse IAP, CDP-Star luminescence, 30 min; inhibition, % at 10 µM; actives 0.2% (n = 330,000); AID 2806;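 active = inhibition of at least 40% at 10 µM in the primary screen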;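 note: plate controls were DMSO with enzyme for no effect and no enzyme wells for full effect; values of inactives mirror those of a sister screen read the other way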
hIAP activ: human IAP activation | purified human IAP, CDP-Star luminescence, 30 min; hits give high values; 1 = vehicle-only enzyme, 0 = enzyme-free background | AID 2524 | actives 0.16% (n = 330,000) | activation factor at 10 µM | P09923;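 active = activation factor of the enzyme at least 2-fold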; note: the source names both 10 and 20 µM as test concentration; values of inactives mirror those of a sister screen read the other way
APOBEC3A inh: human APOBEC3A DNA deaminase inhibition; P31941; recombinant A3A, FAM/TAMRA ssDNA deamination fluorescence; inhibition, % at 20 µM; actives 0.41% (n = 330,000);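 active = at least 40% inhibition at 20 µM here, with at most 30% in a related deaminase screen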;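 note: plate controls were A3A with DMSO for no effect and wells lacking A3A enzyme for full effect; some results filed as inactive read as strong as hits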
Target sequence (P31941 whole entry, looked up): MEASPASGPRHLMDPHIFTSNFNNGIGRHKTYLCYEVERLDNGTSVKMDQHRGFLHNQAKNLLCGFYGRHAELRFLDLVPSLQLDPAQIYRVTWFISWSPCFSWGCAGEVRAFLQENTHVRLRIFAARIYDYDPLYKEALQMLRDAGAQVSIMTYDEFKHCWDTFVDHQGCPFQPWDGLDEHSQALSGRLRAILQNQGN
mIAP act: mouse IAP activation | muIAP, CDP-Star luminescence, 30 min; hits give high values; 1 = vehicle-only enzyme signal, 0 = enzyme-free wells | activation factor at 10 µM | actives 0.24% (n = 330,000) | AID 2805;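 active = activation factor of at least 2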; note: the source names both 10 and 20 µM as test concentration; values of inactives mirror those of a sister screen read the other way
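System: Mouse IAP enzyme | Also added: CDP-Star substrate | Dosing: Compounds dispensed in DMSO | Schedule: 30 min enzyme-substrate-compound incubation at room temperature | Technique: Chemiluminescence readout | Control set: DMSO-only wells and no-enzyme negative control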
GRIN3A LBD mod: NR3A (human) ligand-binding domain modulation; NR3A LBD differential scanning fluorimetry, Tm shift; 0% = protein alone, 100% = glycine-bound protein; Tm shift relative to glycine control, % at 25 µM; actives 2.5% (n = 340,000); AID 1259313;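 active = melting temperature shift of at least 10% of the positive control shift, at one fixed dose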
MPTP inh: permeability transition pore inhibition; actives 1.4% (n = 360,000); inhibition, % at 10 µM; AID 602449; isolated mouse mitochondria, Ca2+ swelling absorbance, 30 min;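 active = inhibition of 50% or more, scaled per plate between neutral and stimulator controls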;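 note: 0% = DMSO wells given calcium and 100% = 1 mM EGTA wells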
APOBEC3G inh: blocks human APOBEC3G single-stranded DNA deamination; inhibition, % at 20 µM; AID 493012; recombinant A3G, ssDNA deamination FAM/TAMRA fluorescence; Q9HC16; actives 0.28% (n = 330,000);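 active = inhibition of at least 40% at 20 µM, with no more than 30% in the related APOBEC3A deaminase screen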;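 note: plate controls were DMSO wells with A3G for no effect and wells lacking A3G enzyme for full effect; some compounds called inactive have numbers as strong as hits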
beta cell repl: inducers of beta-cell replication in MIN6 cells; MIN6 cells proliferation, ATPlite luminescence, 48 h; cells starved in 0.2% serum; 100% = growth in 10% serum; proliferation, % at 10 µM; actives 0.29% (n = 330,000);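 active = compounds whose signal lies at least 3.5 SD above the mean of all wells on their plate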;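 note: 0% = DMSO-treated cells in low-serum medium and 100% = 10% serum control; some compounds called inactive have numbers as strong as hits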
* marks the source's active call; other numbers are inactive results; . = no result given.

SMILES	hIAP block	mIAP block	hIAP activ	APOBEC3A inh	mIAP act	GRIN3A LBD mod	MPTP inh	APOBEC3G inh	beta cell repl
CCC(C)C(=O)Nc1cc(OC)c(OC)cc1C(=O)O (centres undefined)	9	-2	0.91	-2	1	0	0.7	-8	-2
Cc1ccnc(NC(=O)c2cccc(NC(=O)CC3SC(N4CCCCC4)=NC3=O)c2)c1 (centres undefined)	-2	0	1	2	1	-2	-1.2	1	0
CC(C)N(C(=O)CSc1nnc(CN2CCCCCC2=O)n1-c1ccccn1)C(C)C	3	8	0.97	-2	0.92	-1	0.7	-6	-2
C=CCN(CC=C)C(=O)C(=O)c1cc(C)n(-c2ccc([N+](=O)[O-])cc2)c1C	9	5	0.91	-5	0.95	1	-1.6	-8	-3
CCc1nnc(NS(=O)(=O)c2ccc(N3C(=O)c4ccccc4C3=O)cc2)s1	13	-2	0.87	4	1	-1	1.8	2	-1
COc1ccc(Cl)cc1NC(=O)C(C)OC(=O)Cn1cc(C(F)(F)F)ccc1=O (centres undefined)	6	-6	0.94	-1	1.1	0	1.0	-6	6
Cc1nc2ccn(Cc3ccccc3)c(=O)c2cc1C(=O)N1CCN(c2ccc(F)cc2)CC1	13	-4	0.87	-5	1	-1	-0.8	-7	-3
Cn1c2ccccc2c2cc(C(=O)N3CCN(CCO)CC3)sc21	8	-4	0.92	3	1	2	-0.1	-4	-1
O=C(Nc1cc(S(=O)(=O)N2CCOCC2)ccc1N1CCOCC1)c1ccc(S(=O)(=O)N2CCCCC2)cc1	1	-11	0.99	-3	1.1	-2	-1.2	-5	-3
COc1ccc(Cc2nnc(SCC(=O)c3cccc([N+](=O)[O-])c3)n2C)cc1	0	3	1	-2	0.97	4	1.0	-7	-1
O=C(c1cc(-c2ccc3c(c2)OCO3)on1)N1CCN(c2ccc(F)cc2)CC1	7	-2	0.93	-6	1	-1	-1.5	-4	0
Clc1ccccc1CSc1snnc1-c1ccccc1	8	5	0.92	-1	0.95	1	4.0	1	-4
COc1ccc(OC)c(C2C3=C(CCCC3=O)Nc3nnnn32)c1 (centres undefined)	15	9	0.85	0	0.91	-1	-0.4	1	0
CC(=O)c1c(C)[nH]c(C(=O)OCC(=O)Nc2cccnc2Cl)c1C	-4	0	1	6	1	-1	0.5	-4	1
CCCCOc1ccc(CSCCN=C(N)N)cc1	-6	-11	1.1	0	1.1	-1	72*	-5	-4
COc1ccccc1C(=O)Nc1ccc2c(c1)nc(CCNC(=O)c1ccco1)n2C	0	0	1	-1	1	0	-0.5	-10	-3
O=C(Cc1c[nH]c2ccccc12)OCCOC(=O)Cc1c[nH]c2ccccc12	17	-2	0.83	1	1	-16	0.6	-2	-3
c1ccc(Cn2cnc3ccccc32)cc1	6	-6	0.94	0	1.1	0	-0.7	-4	0
CC(=O)N1c2ccc(S(=O)(=O)N3CCCCC3)cc2CC1C(=O)Nc1ccc(C)cc1 (centres undefined)	18	-12	0.82	0	1.1	0	-0.8	-1	0
Cc1ccc(N(C(=O)Cc2cccs2)C(C(=O)NC2CCCC2)c2ccncc2)cc1 (centres undefined)	-4	2	1	-5	0.98	-1	-1.7	-5	-3
Cc1ccc(C)c(S(=O)(=O)NC(Cc2c[nH]c3ccccc23)C(=O)O)c1 (centres undefined)	-1	4	1	-4	0.96	-2	-0.9	-10	-4
CCN(CC)c1ccc(/C=N/NC(=O)c2c(Cl)c(C)nn2C)cc1	-10	-6	1.1	0	1.1	-3	0.5	-4	3
O=C(Oc1ccc(C(=S)N2CCOCC2)cc1Br)c1cc(Cl)ccc1Cl	-3	4	1	-5	0.96	2	0.0	-5	-4
Cc1ccc(NC(=O)c2ccc(OC(F)F)cc2)cc1S(=O)(=O)N(C)C	-5	4	1.1	4	0.96	-4	4.0	-2	2
CCN1C(=O)[C@@H]2[C@@H](c3ccc(-c4ccc(OC)cc4)c(OC)c3)N3CCCC[C@@]3(C(=O)OC)[C@@H]2C1=O	14	6	0.86	-1	0.94	0	1.8	-10	-7
Brc1ccc2ncnc(Nc3cccc4ccccc34)c2c1	24	-2	0.76	-6	1	-6	1.9	-11	-1
Cc1ccc(NCC(=O)N/N=C/c2cc(O)ccc2[N+](=O)[O-])cc1	16	31	0.84	1	0.69	-1	-0.9	-2	0
OC(COC(c1ccc(F)cc1)c1ccc(F)cc1)CN1CCCC(C(F)(F)F)C1 (centres undefined)	5	0	0.95	-3	1	0	0.7	-8	-3
CC(c1ccc(F)cc1)n1c(-c2ccc3ccccc3n2)n[nH]c1=S (centres undefined)	-34	-1	1.3	-3	1	-5	0.3	-2	0
O=C(Nc1ccccc1)c1sc(N2CCOCC2)nc1-c1ccccc1	-14	-10	1.1	1	1.1	-1	-1.4	0	-1
COc1ccccc1C(=O)COC(=O)c1cccc(-n2cnnn2)c1	-11	-3	1.1	-1	1	1	0.4	1	3
CCn1c2ccccc2c2cc(CN3CCN(C(=O)c4ccco4)CC3)ccc21	-12	-4	1.1	-2	1	-5	0.9	-3	-2
O=C(CCC(=O)c1ccc(F)cc1)NCC1(N2CCCCC2)CCCCC1	1	4	0.99	2	0.96	-3	0.4	2	-5
O=C(NCC(=O)N(Cc1ccco1)C(C(=O)NC1CCCCC1)c1ccncc1)c1cccs1 (centres undefined)	-12	1	1.1	-2	0.99	0	0.3	-8	0
CCCCN(CCCC)C(=O)C[n+]1cccc(/C=N/O)c1	19	0	0.81	-2	1	0	1.3	-6	-2
CCOC(=O)c1cc2occc2n1CC(=O)NC1CCCCC1C (centres undefined)	0	3	1	3	0.97	-4	-0.8	2	0
COc1cc(C(=O)N2CCC(NC(=O)C(Cc3ccccc3)NC(C)=O)CC2)cc(OC)c1OC (centres undefined)	-78	-9	1.8	5	1.1	2	0.2	4	0
OCCC1CN(Cc2ccon2)CCN1Cc1ccccc1 (centres undefined)	18	5	0.82	6	0.95	-6	-1.7	-2	-1
Cc1ccc2nc(NC(=O)c3ccc(OCC4CCCO4)cc3)sc2c1 (centres undefined)	-38	9	1.4	2	0.91	6	0.2	-4	-5
c1ccc(-c2cc(-c3ccccc3)ncn2)cc1	4	4	0.96	-2	0.96	0	-0.8	-10	1
COc1cccc(C(=O)Nc2nc(-c3ccc(S(=O)(=O)N4CCOCC4)cc3)cs2)c1	2	12	0.98	0	0.88	-3	-2.4	-1	-4
CCOC(=O)N1CCN(S(=O)(=O)c2ccc(C(=O)N(CCCN(C)C)c3nc4cc(OC)ccc4s3)cc2)CC1	-8	13	1.1	-4	0.87	1	-2.7	2	-2
C=CCSc1nnc(NC(=O)CSc2ccccn2)s1	-18	4	1.2	1	0.96	-1	.	-1	-2
Cc1ccc(NC(=O)c2ccc(NC(=O)c3ccccc3)cc2)cc1C	-25	10	1.3	-1	0.9	17*	-0.2	-4	0
COc1ccc(C(=O)NCCn2ccc3ccccc32)cc1	6	3	0.94	0	0.97	-28	-4.9	-4	-3

2 entries from above, as labelled records:
CCCCN(CCCC)C(=O)C[n+]1cccc(/C=N/O)c1
  hIAP block: 19
  mIAP block: 0
  hIAP activ: 0.81
  APOBEC3A inh: -2
  mIAP act: 1
  GRIN3A LBD mod: 0
  MPTP inh: 1.3
  APOBEC3G inh: -6
  beta cell repl: -2

COc1cc(C(=O)N2CCC(NC(=O)C(Cc3ccccc3)NC(C)=O)CC2)cc(OC)c1OC (centres undefined)
  hIAP block: -78
  mIAP block: -9
  hIAP activ: 1.8
  APOBEC3A inh: 5
  mIAP act: 1.1
  GRIN3A LBD mod: 2
  MPTP inh: 0.2
  APOBEC3G inh: 4
  beta cell repl: 0

(cont.)
SMILES	hIAP block	mIAP block	hIAP activ	APOBEC3A inh	mIAP act	GRIN3A LBD mod	MPTP inh	APOBEC3G inh	beta cell repl
Cc1ccc(/C=N/NC(=O)CSc2ccccn2)o1	-8	6	1.1	3	0.94	0	1.2	19	-1
O=C1CCC(=O)N1CCSC(=S)N1CCSCC1	-10	-15	1.1	-5	1.1	1	0.5	-8	-2
N/C(=N\OCc1ccc([N+](=O)[O-])cc1)c1ccncc1	6	5	0.94	2	0.95	2	0.3	-3	-3
C/C(Cn1cnc([N+](=O)[O-])n1)=N\NC(=O)c1ccncc1	-14	-20	1.1	-3	1.2	0	-3.4	-7	-1
COc1cc(OC)c(NC(=O)/C=C/C(=O)O)cc1Cl	-4	9	1	-2	0.91	1	0.0	-2	-2
Cc1c(NC(=O)CN2c3ccccc3CC2C)c(=O)n(-c2ccccc2)n1C (centres undefined)	-2	-3	1	-2	1	-1	-0.7	-8	-4
CC(=O)Nc1ccc(N2CCCC2)cc1	4	-8	0.96	10	1.1	8	1.2	4	-3
CN(C(=O)c1ccc([N+](=O)[O-])cc1)c1ccccc1C(=O)NCc1ccccc1	-10	5	1.1	-3	0.95	6	2.5	-2	0
O=S(=O)(Nc1cc(C(F)(F)F)ccc1N1CCOCC1)c1ccccc1	-20	-7	1.2	-4	1.1	0	2.5	-7	-2
Cc1[nH]c2ccccc2c1C(Nc1nccs1)c1ccncc1 (centres undefined)	4	0	0.96	-7	1	-1	-1.0	-6	0
CC1CCCC(C)N1/N=C/c1ccc(O)c(O)c1 (centres undefined)	7	22	0.93	0	0.78	-7	0.2	-3	-5
COC(=O)CSc1nc(C)cc(C)n1	6	-5	0.94	-1	1	-1	-0.4	1	0
CC(C)CC(OC(=O)c1cccs1)C(=O)NCc1cccs1 (centres undefined)	9	4	0.91	3	0.96	4	0.7	-3	-2
CC1CC1C(=O)OCC(=O)Nc1cccc(F)c1 (centres undefined)	1	5	0.99	-3	0.95	0	-1.9	-8	-1
Cc1ccc2c(CN3CC(C)CC(C)C3)cc(=O)oc2c1 (centres undefined)	12	2	0.88	-2	0.98	-4	-0.4	-6	-1
COc1ccc(C(=O)Nc2ccc(-c3ccc(C)o3)cc2)cc1S(=O)(=O)N1CCOCC1	-6	6	1.1	-2	0.94	-3	-5.6	-3	-5
COc1ccc(N2CCN(c3nc4c(c(=O)n(C)c(=O)n4C)n3Cc3ccccc3)CC2)cc1	-4	-13	1	2	1.1	-1	-0.4	0	0
O=C(N=C1SC2CS(=O)(=O)CC2N1c1ccccc1)c1cccc([N+](=O)[O-])c1 (centres undefined)	-12	3	1.1	-1	0.97	-12	0.3	-10	2
COc1cc2c(cc1OC)CN(C(=O)C1CCCN1S(=O)(=O)c1ccc(C)cc1)CC2 (centres undefined)	25	7	0.75	2	0.93	-2	-0.9	3	-2
CSc1ccc(CNc2ccc(C)cc2)cc1	19	0	0.81	0	0.99	4	2.9	1	-1
O=C1CC(NCc2ccc(F)cc2)C(=O)N1c1ccccc1 (centres undefined)	11	8	0.89	3	0.92	0	11	0	-3
CCN1C(=O)C(CC(=O)Nc2ccc(F)cc2)N(CCc2ccc(OC)cc2)C1=S (centres undefined)	4	1	0.96	-3	0.99	-2	-0.4	-4	-5
CC(=O)c1c(N2CCOCC2)nc(=S)n(Cc2ccccc2)c1C	-1	11	1	-3	0.89	-2	-1.5	-5	-1
O=C(Nc1c[nH]c(=O)[nH]c1=O)c1cccc(F)c1	6	1	0.94	-3	0.99	-4	2.1	-10	-2
CCCCc1ccc(NC(=S)N2CCN(c3ccccn3)CC2)cc1	-32	2	1.3	-3	0.98	-1	0.0	-1	-5
Clc1ccc(-n2cccc2/C=N/n2cnnc2)cc1	9	7	0.91	0	0.93	0	1.3	3	-2
